GLS inh: qHTS for Inhibitors of Glutaminase (GLS) | 410,000 compounds, 0.21% hits | AID 624170, 2012 | GLS enzymatic activity, qHTS titration | Potency, µM (highest dose often 45.5 µM), inactives show top-dose activity change, negative = inhibition, hits mostly inhibitors; further: potency means the concentration at half of the fitted maximal effect
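Assay buffer: 45 mM KH2PO4 pH 8.2, 0.02% Tween-20. hKGA acts on L-glutamine (1 mM solution added); product glutamate is reported by an oxidase/peroxidase Amplex Red coupling, with fluorescence taken at baseline and 30 min.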
ALOX12 inh: Primary qHTS assay for inhibitors of human arachidonate 12S-lipoxygenase (ALOX12): Round 2 | purified 12hLO, xylenol orange hydroperoxide absorbance | 580,000 compounds, 1.1% hits | Potency, µM (series often up to 108 µM), for the others: at the top dose activity change, negative = inhibition, hits mostly inhibitors | AID 1671190, 2021 | Polyunsaturated fatty acid lipoxygenase ALOX12 (Homo sapiens), P18054; further: potency means the concentration at half of the fitted maximal effect
Target sequence (P18054 whole entry, looked up): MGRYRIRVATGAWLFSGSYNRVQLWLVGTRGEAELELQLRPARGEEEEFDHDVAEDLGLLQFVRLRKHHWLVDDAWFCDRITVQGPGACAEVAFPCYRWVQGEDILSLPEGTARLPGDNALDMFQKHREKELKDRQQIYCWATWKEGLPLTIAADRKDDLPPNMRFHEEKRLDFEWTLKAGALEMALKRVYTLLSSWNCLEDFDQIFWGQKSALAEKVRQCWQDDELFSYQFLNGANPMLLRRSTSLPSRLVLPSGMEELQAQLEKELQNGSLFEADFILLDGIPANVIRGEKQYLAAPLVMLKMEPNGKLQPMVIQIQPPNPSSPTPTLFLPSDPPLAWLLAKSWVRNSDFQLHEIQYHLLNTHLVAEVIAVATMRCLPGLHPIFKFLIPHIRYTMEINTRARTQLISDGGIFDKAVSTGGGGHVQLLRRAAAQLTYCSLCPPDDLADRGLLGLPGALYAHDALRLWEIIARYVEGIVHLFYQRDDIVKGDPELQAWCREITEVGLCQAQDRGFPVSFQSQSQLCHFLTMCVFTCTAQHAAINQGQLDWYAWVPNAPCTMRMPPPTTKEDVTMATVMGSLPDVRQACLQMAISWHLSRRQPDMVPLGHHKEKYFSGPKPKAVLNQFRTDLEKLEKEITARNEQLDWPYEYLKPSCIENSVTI
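Purified human 12hLO at 150 nM in 25 mM Hepes, 0.01% Triton X-100, pH 7.0, preincubated 15 min at room temperature with compound. Reaction started with 40 uM arachidonic acid, 30 min at room temperature. Hydroperoxide measured by Fe-xylenol orange, 573/405 nm absorbance ratio.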
PI4K2A block: qHTS for small molecular inhibitors of PI4K2A; Phosphatidylinositol 4-kinase type 2-alpha (Homo sapiens), Q9BTU6; purified PI4K2A, ADP-Glo luminescence, 1 h; stronger effect = lower value; activity change, negative = inhibition, % at 76.9 µM; 420,000 compounds, 0.13% hits; in the data active means activity change below about -50%; inconclusive means mostly about -30% to -49%;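 further: -100% = wells without enzyme as full effect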
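In this quantitative HTS, ADP production by PI4K2A was quantified luminescently after 1 h at ambient temperature; 100 microM adenosine served as plate-quality control.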
Starred values were filed as active, the others as inactive; ? = inconclusive. Unless noted, the call rests on the fitted dose curve; in most records, active means well fitted inhibition curve with a large enough effect; inconclusive means small, poorly fitted or top-dose-only effect, or another doubt; inactive means no such curve, though single readings can be large or run the other way. Unless noted, on the % scale 0 is the no-effect control and ±100 the full control effect.

GLS inh,ALOX12 inh,PI4K2A block,smiles
10.5%,?,-3.9,Cc1ccccc1Oc1ccc2c(c1)[C@@H]1C[C@H](N(C)C(=S)Nc3ccc(F)cc3)[C@H]([C@H](C)O)C(=O)N1CC2
10.9%,8.0%,-0.5,CCc1nc2ccc(C(=O)Nc3cccc(OC)c3)cn2c1N(C)Cc1ccc(OC)cc1
11.8%,28.1%,2.1,CC1=C(C(=O)N(C(C)C)C(C)C)CC(CC(=O)NCc2cccc3ccccc23)C(=O)N1Cc1ccccc1 (centres undefined)
0.8%,14.4%,1.9,CNc1cnc(-c2cc(OC)c(OC)c(OC)c2)cn1
3.9%,?,1.3,COCCNC(=O)C1(C)CCCN(Cc2cn(C)c3ccccc23)C1 (centres undefined)
17.0%,22.8%,-2.1,CCc1nc2ccc(C(=O)NCCOc3ccc(OC)cc3)cn2c1N(C)CCCc1ccccc1
-3.0%,-13.8%,2.1,CCCC(=O)N1CCC1(C)C(=O)NS(=O)(=O)c1ccccc1 (centres undefined)
16.3%,-28.1%,-0.6,CCOc1ccc(-c2cc(C(=O)NC3CCCCC3)[nH]n2)c(C)c1
-1.5%,?,?,COc1ccc(C=Cc2ccc3ccccc3n2)c(OC)c1
4.6%,-4.4%,0.4,CCC(=O)N1CCCC(C(=O)Nc2nc3ccccc3n2C)CC1 (centres undefined)
-3.8%,-5.6%,-0.4,Cc1ccc(S(=O)(=O)N2C[C@H]3[C@H]4C(=O)N(C)C(=O)[C@H]4CC(=O)[C@H]3[C@@H]2c2ccccc2F)cc1
5.2%,3.0%,-1.3,CN(C)S(=O)(=O)Nc1ccc(Cc2ccncc2)cc1
-2.6%,-1.0%,-5.3,COCCN1C[C@@H](CO)O[C@@H](n2cnc3c(NCc4ccncc4)ncnc32)C1
5.5%,?,0.6,CCN1CCN(C(c2ccccc2)c2nnnn2C(C)(C)C)CC1 (centres undefined)
-1.4%,-7.4%,-2.6,COCCNc1nc(NCCCN2CCCC2=O)c2sccc2n1
-1.2%,-5.5%,-3.7,C[C@@H]1CN([C@@H](C)CO)C(=O)CCCn2nncc2CO[C@H]1CN(C)S(=O)(=O)c1ccc(-c2ccccc2)cc1
-8.8%,-5.3%,3.2,CSc1ccc(CN2CCC2(C)C(=O)NCc2ccccc2Br)cc1 (centres undefined)
-7.0%,5.6%,2.0,CC(=O)Nc1cncc(-c2ccccc2CO)n1
8.7%,-15.9%,?,Nc1ncnc2c1ncn2[C@@H]1O[C@H](C(=O)N[C@@H](CO)c2ccccc2)[C@@H](O)[C@H]1O
6.3%,-0.7%,-0.7,CC1(C(=O)NCCC#N)CCN1C(=O)c1ccccc1CCc1ccccc1 (centres undefined)
-5.6%,?,-3.1,Cc1ccccc1CN1CCN(C(=O)[C@H]2O[C@@H](n3ccc(=O)[nH]c3=O)[C@H](O)[C@@H]2O)CC1
-14.5%,?,-6.2,O=C(Nc1ccc(Br)cc1Br)Nc1cccc2[nH]c([C@@H]3O[C@H](CO)[C@@H](O)[C@H](O)[C@H]3O)nc12
-0.3%,-5.4%,-4.2,COC(=O)c1ccc(N2C(c3cc(OC)cc(OC)c3)=Cc3ccc(-c4ccc(C(N)=O)cc4)cc3C2CC(=O)C2CC2)cc1 (centres undefined)
-11.1%,-14.2%,-20.4,CCCCn1nnnc1-c1nc2ccccc2[nH]c1=O
?,2.3%,1.6,COC(=O)[C@]12CCCCC=C1N(Cc1ccccc1)C(=O)[C@H](CC(=O)NCc1ccccc1)C2
-2.0%,-5.0%,7.5,O=C(O)c1ccc(CNC(=O)c2ccc(S(=O)(=O)N3CCCC3)cc2)cc1
-1.3%,2.9%,-3.7,Cc1ccc(S(=O)(=O)N2C[C@H]3C(=O)C[C@@H](c4ccccc4)N(S(=O)(=O)c4ccc(C)cc4)[C@H]3C[C@H]2c2ccccc2)cc1
4.4%,?,1.2,C(=C\c1ccccc1)/CN1CCN(C(c2nnnn2Cc2ccccc2)C2CC2)CC1 (centres undefined)
-2.6%,-16.2%,2.8,C#CCN(C[C@H]1[C@H](OC(=O)NCc2ccco2)[C@H](OC(=O)NCc2ccco2)C[C@@H](C(=O)OC)[C@H]1C(=O)OC)S(=O)(=O)c1ccc(C)cc1
-6.8%,-19.0%,1.0,CCN(CC)C(=O)C1=C(C)N(Cc2ccc(OC)cc2)C(=O)C(CC(=O)NCCCN(C)C)C1 (centres undefined)
3.3%,?,-2.1,COc1ccc(-c2csc(C(C)(O)c3ccc(OC)cc3)n2)cc1 (centres undefined)
14.8%,-22.6%,-2.1,Cc1ccc(C=C2SC(=S)N(CCCC(=O)Nc3cccc(C(=O)O)c3)C2=O)cc1
0.7%,9.0%,-4.7,COc1ccc(C(O)c2ncc(-c3ccccc3)[nH]2)c(OC)c1 (centres undefined)
0.6%,0.3%,-0.2,CC(C)c1ccc(CC(=O)N2CCC2(C)C(=O)NCC(C)(C)C)cc1 (centres undefined)
-0.2%,4.0%,-0.4,C[C@H](CO)N1C[C@H](C)[C@@H](CN(C)Cc2ccc(Oc3ccccc3)cc2)OCc2cnnn2CCCC1=O
0.4%,-14.9%,-1.9,CC(C)N1C(=O)C(=O)N(CC(=O)N2c3ccccc3CC2C)C1=O (centres undefined)

3 entries drawn at random from the list so far:
GLS inh,ALOX12 inh,PI4K2A block,smiles
3.3%,?,-2.1,COc1ccc(-c2csc(C(C)(O)c3ccc(OC)cc3)n2)cc1 (centres undefined)
?,2.3%,1.6,COC(=O)[C@]12CCCCC=C1N(Cc1ccccc1)C(=O)[C@H](CC(=O)NCc1ccccc1)C2
4.4%,?,1.2,C(=C\c1ccccc1)/CN1CCN(C(c2nnnn2Cc2ccccc2)C2CC2)CC1 (centres undefined)

Other compounds
GLS inh,ALOX12 inh,PI4K2A block,smiles
1.5%,44.7µM*,5.5,O=C1NC[C@H](CCCCN2C[C@H](Cc3ccc(O)cc3)N(CC3CCCCC3)C(=O)C2=O)N(CC2CCCCC2)C1=O
0.9%,-28.4%,2.1,CCCCCCCCN1C(=O)[C@H](CC(=O)NCC23CC4CC(CC(C4)C2)C3)C[C@@]2(C(=O)OC)CCCCC=C12
-6.7%,0.0%,1.6,C[C@H]1CN([C@@H](C)CO)C(=O)CCCn2nncc2CO[C@@H]1CN(C)C(=O)c1ccncc1
-7.7%,29.7%,-1.3,CC1=C(C(=O)N(C(C)C)C(C)C)CC(CC(=O)NCc2ccco2)C(=O)N1Cc1ccc(F)cc1 (centres undefined)
3.6%,-20.9%,2.5,O=C(NCc1ccccc1)c1cc(C2CCCN(C(=O)c3cccs3)C2)on1 (centres undefined)
8.9%,?,1.0,COc1ccc(-c2coc3c(C(=O)NCCN(C)C)cccc23)c(C)c1
3.6%,-7.5%,0.7,CNc1cnc(-c2ccccc2OC)cn1
8.9%,-13.1%,-3.6,CCCNC(=O)C1(C)CCCN(Cc2cccc3ccccc23)C1 (centres undefined)
-11.0%,2.7%,5.0,CCCC(C(=O)NC(C)(C)C)N(Cc1ccccc1)C(=O)c1snc(C(N)=O)c1N (centres undefined)
7.5%,-12.9%,-1.5,COc1ccc(C(O)c2nc(-c3ccc(OC)c(OC)c3)cs2)cc1 (centres undefined)
12.2%,10.2%,1.9,CC(C)(C)C(=O)c1c(N)[nH]c(C(=O)c2ccccc2)c1-c1ccc(Cl)cc1Cl
-2.5%,?,1.1,Cc1cccc(N(C)c2cc(-c3ccc(F)cc3)nc3ccnn23)c1
-5.5%,13.7%,5.5,CCOc1ccc(C(=O)CCC(=O)NCC(=O)Nc2ccc(F)c(F)c2F)cc1
4.2%,0.9%,-1.7,CNc1ncnc2c1ncn2[C@H]1CN(Cc2ccc(F)cc2)C[C@@H](CO)O1
-2.4%,2.3%,3.2,CC1(C)OCC(N)(CO)CO1
4.9%,-0.8%,2.4,O=C(CN1CCN(C(=O)c2ccc(-c3nc4ccccc4s3)o2)CC1)Nc1cccc(F)c1
-5.7%,?,-3.3,CC(C)CC1NC(=O)c2cc3ccccc3cc2-n2c1nc1ccc(F)cc1c2=O (centres undefined)
9.2%,-18.3%,-0.4,CC1(Oc2ccccc2-c2ccn[nH]2)CCN(Cc2ccc(OC(F)(F)F)cc2)C1 (centres undefined)
-1.9%,-25.5%,0.2,CCN(CC)CCN(C)C(c1ccnc2ccccc12)c1nnnn1-c1ccc2c(c1)OCCO2 (centres undefined)
2.9%,2.9%,-2.9,CCc1nc2c(OCCn3cccc3)cccn2c1N(C)C(=O)c1ccccc1F
5.7%,0.1%,4.7,CC(C)NC(=O)C1Cc2c(-c3ccccc3Oc3ccccc3)ccnc2O1 (centres undefined)
-1.0%,-19.9%,2.8,CSCC[C@@H](CO)NC(=O)[C@H]1O[C@@H](n2ccc(N)nc2=O)[C@H](O)[C@@H]1O
1.0%,-2.1%,-2.1,C#CCNC(=O)c1csc([C@@H]2O[C@H](CO)[C@@H](O)[C@H]2O)n1
-0.7%,?,-3.0,CC(C)C[C@H]1CN(CCCC[C@@H]2CNC(=O)C(=O)N2CC2CCCCC2)C(=O)C(=O)N1CCC1CCCCC1
-8.2%,?,1.1,CC1(C(=O)NS(=O)(=O)c2ccc(F)cc2F)CCN1C(=O)Cc1cc(F)ccc1F (centres undefined)
-2.3%,15.2%,-5.7,COc1cccc(-n2cc(CN(C)C(=O)C3CCC(=O)N(C4CC4)C3)cn2)c1 (centres undefined)
-0.9%,-14.3%,-1.8,C[C@H](O)[C@@H]1CN2CCc3c([nH]c4ccc(-c5ccc6c(c5)OCO6)cc34)[C@@H]2C[C@@H]1N(C)C(=O)Nc1ccc(F)cc1
2.6%,-9.1%,-11.0,CSc1nc(=O)[nH]nc1Sc1ccccc1
-3.1%,-13.1%,-2.1,C[C@@H]1CN([C@H](C)CO)S(=O)(=O)c2ccc(C#Cc3ccccc3)cc2O[C@H]1CN(C)C(=O)Nc1ccc2c(c1)OCO2
3.1%,-41.1%,-10.0,CC1C(=O)N(Cc2cn(Cc3ccco3)nn2)CCS(=O)(=O)N1Cc1ccc(-c2ccc(Cl)c(Cl)c2)cc1 (centres undefined)
4.2%,3.2%,-6.0,CC1(C(=O)NCCC#N)CCN1C(=O)C1(c2ccccc2)CC1 (centres undefined)
13.3%,25.5%,-4.0,Cc1cccc(C)c1NC(=O)CN(Cc1ccccc1)Cc1ccccc1
0.2%,7.0%,-2.6,O=C(c1cc(C2CC2)nn1-c1ccccc1)N1CCN(S(=O)(=O)c2ccccc2F)CC1
8.4%,10.1%,-2.6,Cn1c(NCc2ccncc2)nc2cc(-c3ccsc3)sc2c1=O
-18.3%,-2.4%,4.3,C#CCNC(=O)c1ccc2sc([C@@H]3O[C@H](CO)[C@H](O)[C@H](O)[C@H]3O)nc2c1
15.0%,-13.9%,-9.0,CC1(C(=O)NS(=O)(=O)c2ccccc2Cl)CCN1C(=O)C/C=C/c1ccccc1 (centres undefined)

6 entries from above, as tab-separated lines.
canonical_smiles	GLS inh	ALOX12 inh	PI4K2A block
CNc1cnc(-c2cc(OC)c(OC)c(OC)c2)cn1	0.8%	14.4%	1.9
O=C(c1cc(C2CC2)nn1-c1ccccc1)N1CCN(S(=O)(=O)c2ccccc2F)CC1	0.2%	7.0%	-2.6
CC(=O)Nc1cncc(-c2ccccc2CO)n1	-7.0%	5.6%	2.0
CSCC[C@@H](CO)NC(=O)[C@H]1O[C@@H](n2ccc(N)nc2=O)[C@H](O)[C@@H]1O	-1.0%	-19.9%	2.8
CCCC(C(=O)NC(C)(C)C)N(Cc1ccccc1)C(=O)c1snc(C(N)=O)c1N (centres undefined)	-11.0%	2.7%	5.0
O=C(O)c1ccc(CNC(=O)c2ccc(S(=O)(=O)N3CCCC3)cc2)cc1	-2.0%	-5.0%	7.5

More entries follow:
GLS inh,ALOX12 inh,PI4K2A block,smiles
-3.9%,?,-2.0,O=C(Nc1cccc(C(F)(F)F)c1)C1CC(=O)N(Cc2ccco2)C1 (centres undefined)
-4.2%,-15.5%,2.4,COc1cccc(C(C)(O)c2nc(-c3cccc(C(F)(F)F)c3)cs2)c1 (centres undefined)
0.8%,7.8%,-3.8,CNc1ncnc2c1ncn2[C@H]1CN(CCOC)C[C@@H](CO)O1
-7.5%,-10.6%,5.4,CCn1cc(CN2CCCC(C(=O)Nc3cccc(-n4cccn4)c3)C2)cn1 (centres undefined)
-5.9%,-0.9%,6.7,CC(C)Oc1ccc(F)cc1-c1cc(C(=O)Nc2ccc(C(C)(C)C)cc2)[nH]n1
-0.3%,-29.0%,-1.4,CC(C)Oc1cccc(C(=O)Nc2nnc([C@@H]3C[C@H](O)[C@@H](CO)O3)s2)c1
5.1%,3.4%,-3.7,Cc1cccc(C)c1NC(=O)CN1CCN(C/C=C/c2ccccc2)CC1
6.3%,?,6.5,CCOC(=O)C1=C[C@@H](C(C)(C)C)N(S(=O)(=O)c2ccc(C)cc2)[C@H]1c1ccccc1

Screening results (PubChem BioAssay)

These rows are one share of the data. The share of hits here may be higher or lower than overall.
